Screens: PubChem, several laboratories
OPRM1-OPRD1 ag – OPRM1-OPRD1 heterodimerization agonism. cells, luminescence. activation, % at 9.3 µM. 0.3% of 340,000 active. P35372+P41143; in the data active = activation above about 18%;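 note: 0% = vehicle-treated cells and 100% = reference agonist; values of inactives mirror those of a sister screen read the other way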
LANA DNA inh – inhibitors of KSHV LANA C-terminal domain DNA binding | inhibition, % at 9 µM | MBP-C-LANA/FAM-LBS DNA binding, fluorescence polarization | 0.078% of 340,000 active | AID 504423;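 active = highest replicate inhibition at or above 60% at 9 µM, even if other replicates fall short; inactive = all replicates below 60% inhibition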;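 note: 0% = neutral control wells and 100% = 4 µM acridine orange control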
V-ATPase pHluor – yeast V-ATPase proton transport regulation by pHLuorin | AID 504577 | S. cerevisiae, pHLuorin cytosolic pH fluorescence | 0.37% of 350,000 active | response, % at 10 µM; in the data active = response mostly above about 7.3%, no sharp cut-off; inactive = mostly below about 5.4%; note: actives read high; inactives centre near 0; some compounds called inactive have numbers as strong as hits; reference of the scale not given here
cardiac RTF act – cardiac RTF calcium sensitization. IANBD-labeled TnC RTF fluorescence at EC20 calcium; 0% EC20 calcium, 100% full calcium. 0.24% of 340,000 active. activation, % at 7.2 µM. P19429+P45379;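 active = activation above the mean over all tested compounds plus 3 SD, cut at about 30% in these data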;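 note: rise in fluorescence read as greater calcium sensitivity of cardiac thin filaments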
DSG3 Ab inh – human desmoglein-3 autoantibody binding inhibition | P32926 | DSG3-coupled beads, scFv-anti-DSG3-GFP binding, flow cytometry; active compounds read low | binding (percent of control), % at 10 µM | 0.48% of 310,000 active | AID 588358;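 active = binding more than 3 SD below its plate's average and above zero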;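 note: hits lower antibody fragment binding to DSG3; some compounds called inactive have numbers as strong as hits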
Keap1 Nrf2 FP – Keap1-Nrf2 (human) interaction inhibition; Keap1 Kelch-Nrf2 peptide fluorescence polarization, 1536-well; AID 504523; 0.15% of 340,000 active; Q14145; inhibition, % at 9.4 µM; in the data active = inhibition above about 12%;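 note: human Keap1 Kelch domain with fluorescein labeled Nrf2 9mer peptide probe; 0% = neutral control wells and 100% = peptide positive control; higher means more block of Keap1 binding to Nrf2 peptide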
Target sequence (Q14145 whole entry, looked up, the tested form may be a part): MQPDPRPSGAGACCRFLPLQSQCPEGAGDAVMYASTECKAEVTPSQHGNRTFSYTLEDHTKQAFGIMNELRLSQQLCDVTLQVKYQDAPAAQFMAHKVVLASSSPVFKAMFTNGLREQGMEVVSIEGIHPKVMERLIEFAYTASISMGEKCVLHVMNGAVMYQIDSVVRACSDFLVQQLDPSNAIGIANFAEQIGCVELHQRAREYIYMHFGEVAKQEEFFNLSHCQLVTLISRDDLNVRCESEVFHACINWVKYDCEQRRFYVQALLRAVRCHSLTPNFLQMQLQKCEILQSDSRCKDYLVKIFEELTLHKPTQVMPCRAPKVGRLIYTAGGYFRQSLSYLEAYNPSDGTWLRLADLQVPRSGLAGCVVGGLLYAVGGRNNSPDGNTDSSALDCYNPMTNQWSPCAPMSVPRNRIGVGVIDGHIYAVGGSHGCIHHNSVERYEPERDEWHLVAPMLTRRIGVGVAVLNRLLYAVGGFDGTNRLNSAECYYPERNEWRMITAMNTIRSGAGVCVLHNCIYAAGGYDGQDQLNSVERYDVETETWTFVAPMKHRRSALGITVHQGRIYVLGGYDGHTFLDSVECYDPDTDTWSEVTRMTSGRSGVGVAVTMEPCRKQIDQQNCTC
Arr AP2 block – blocks beta-arrestin peptide binding to AP2 adaptin. FITC-arrestin peptide / GST-AP2 beads, flow cytometry; AP2 beta2 appendage carries R879A mutation. inhibition, % at 10 µM. 0.31% of 340,000 active. AID 504490;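 active = inhibition above a set limit, near 3 SD of compounds lacking own fluorescence, cut at about 54% in these data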;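 note: plate controls were DMSO wells for no effect and 5 µM unlabelled arrestin peptide for full effect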
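System: GST-AP2 R879A bound to glutathione beads, E. coli-expressed. Also added: 50 nM FITC-arrestin peptide. Schedule: compound with beads 12 min RT, then probe 1 h RT. Signal: bead flow cytometry, FITC channel. Read-out basis: percent response.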
Cardiac RTF inh – cardiac RTF calcium desensitization | P19429+P45379 | IANBD-labeled cardiac RTF, Ca2+ fluorescence | inhibition, % at 7.15 µM | 0.12% of 340,000 active;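 active = inhibition above the mean inhibition of all tested compounds plus 3 SD, cut at about 17% in these data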;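 note: assay run at fixed EC70 calcium of 1.6 mM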
OPRM1-OPRD1 inv – inverse agonists of human mu-delta opioid receptor heterodimerization | P35372+P41143 | cell-based MOR-DOR heterodimer luminescence, inverse agonism | inhibition, % at 9.3 µM | 0.21% of 340,000 active; in the data active = inhibition above about 22%, passing the limit was not always enough;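 note: 0% = cells with DMSO and 100% = wells without cells with DMSO; values of inactives mirror those of a sister screen read the other way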
Wnt bcat act – activators of Wnt/beta-catenin signaling | Wnt/beta-catenin reporter cell assay, activator, plate reader | activation, % at 9.35 µM | 1.2% of 300,000 active; in the data active = activation above about 30%, passing the limit was not always enough;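 note: 0% = neutral control wells and 100% = positive control wells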
The depositor's hits bear a star; / = not tested or not shown.

SMILES | OPRM1-OPRD1 ag | LANA DNA inh | V-ATPase pHluor | cardiac RTF act | DSG3 Ab inh | Keap1 Nrf2 FP | Arr AP2 block | Cardiac RTF inh | OPRM1-OPRD1 inv | Wnt bcat act
Cc1ccc(NC(=O)C2CCCN2C(=O)Oc2ccccc2)cc1 (stereo not drawn) | -1.5 | -0.7 | -2 | 2 | 120 | 0 | 2 | -5 | 7 | /
CCc1nnc(NC(=O)CSc2nnc(CNc3ccc(C)cc3)n2C)s1 | -3.7 | -0.2 | 0 | 1 | / | 0 | 46 | -10 | 19 | 0
CC1CCN(CC(C)OC(=O)c2ccc3c(c2)OCCO3)CC1 (stereo not drawn) | -1.2 | 0.9 | -3 | 6 | 108 | 1 | 4 | -2 | 6 | -1
OCCSc1nc(-c2ccccc2)nc2ccc(F)cc12 | 0.9 | 1.1 | 4 | 1 | 82 | 2 | -1 | -2 | -6 | -2
CC1CCCC(NC(=O)CCCn2c(=O)[nH]c3cc(Cl)ccc3c2=O)C1C (stereo not drawn) | -0.3 | -1.2 | -1 | 4 | 101 | -10 | 3 | 3 | 2 | -6
Cc1nn(C)cc1-c1cc(C(=O)O)c2ccccc2n1 | 0.2 | 1.1 | -1 | -1 | 107 | -3 | -4 | -2 | -1 | 0
O=C(NC1=C(Nc2ccc(Cl)cc2)C(=O)c2ccccc2C1=O)c1ccccc1 | 7.7 | 0.9 | 1 | 4 | 97 | -3 | 17 | 10 | -41 | -2
CCOC(=O)c1c(C)[nH]c(C(=O)COc2ccc3ccc(=O)oc3c2)c1C | -1.6 | 1.5 | 3 | 1 | 106 | -3 | -14 | -7 | 7 | 0
Cn1cc(Br)c(C(=O)Nc2sc3c(c2C#N)CCC3)n1 | / | / | 1 | / | 106 | / | -6 | / | / | 0
Nc1ncnc(Nc2ccccc2Oc2ccccc2)n1 | -1.2 | 1.3 | 2 | 0 | 92 | -7 | 3 | -1 | 6 | 5
CCCc1[nH]n(-c2ccc([N+](=O)[O-])cc2)c(=O)c1C(C)=NCc1ccncc1 | -0.8 | -0.7 | 1 | 2 | 91 | 2 | 28 | -5 | 4 | 4
COc1ccc(CCCc2n[nH]c(=S)o2)cc1C | -1.4 | 1.2 | -4 | 5 | 120 | 0 | -8 | -9 | 7 | 3
Cc1cc(N/N=C/c2ccccc2[N+](=O)[O-])nc(-n2nc(C)cc2C)n1 | 0.8 | 0.6 | -3 | 1 | 108 | -3 | -1 | 0 | -4 | 2
CN(C(=O)c1ccc(NC(=O)Cc2ccc(NC(=O)C3CCN(C(=O)C4CCCC4)CC3)cc2)cc1)C1CCCC1 | -1.9 | -4.5 | 2 | 5 | 102 | -5 | 10 | -10 | 9 | -1
CCOC(=O)c1ccc(Oc2nc(OC)cc(OC)n2)cc1 | -2.5 | -0.1 | 2 | 4 | 101 | -3 | 23 | -1 | 13 | 2
CCCOc1ccc(C(=O)NCCO)cc1 | -2.7 | -1.5 | -3 | 1 | 89 | -1 | 5 | -1 | 15 | 2
COC(=O)c1scc(C)c1N/N=C(\C)c1ccc(F)cc1 | 0.6 | -0.2 | 3 | 2 | -28* | -4 | 8 | -11 | -3 | 4
COc1ccccc1/C=N/Nc1nc(C)c(C(C)=O)s1 | -1.1 | 1.9 | 1 | -3 | 103 | 0 | 1 | -2 | 6 | 23
CCOc1cccc2sc(N(CCN(CC)CC)C(=O)c3cccc([N+](=O)[O-])c3)nc12 | 1.4 | 1.5 | 3 | -2 | 105 | 0 | 5 | -3 | -7 | -1
COc1ccc(OC)c(NC(=O)Cc2coc3ccc(C)cc23)c1 | -0.9 | -0.7 | -4 | 4 | 87 | 4 | -8 | -1 | 5 | /
Cc1ccc(S(=O)(=O)N2CCOCC2)cc1NC(=O)COC(=O)Cc1ccc(Cl)cc1 | 0.8 | -0.1 | 0 | -6 | 107 | 0 | 0 | 6 | -3 | 0
Cc1cc(C(=O)N/N=C/C=C/c2ccccc2)n[nH]1 | -2.7 | 0.7 | -4 | 1 | 95 | -1 | -2 | 2 | 14 | 6
Cn1c(SCC(=O)NC2CCS(=O)(=O)C2)nnc1-c1ccco1 (stereo not drawn) | -0.6 | 1.3 | 4 | 4 | 100 | -3 | 0 | -1 | 2 | 2
O=C(O)c1ccccc1C(=O)Nc1ccc(S(=O)(=O)Nc2ccc(F)cc2)cc1 | -3.4 | -0.1 | -2 | 1 | 92 | -1 | 24 | -2 | 16 | -1
COc1ccc2c(c1)nc(SCC(=O)c1ccc(Br)s1)n2C | -0.7 | 0.1 | -1 | -2 | 102 | 0 | -2 | -7 | 4 | 13
Cc1ccc(C(=O)N2CCN(c3ccccc3O)CC2)cc1S(=O)(=O)N1CCCCC1 | -2.1 | 0.0 | -7 | -6 | 106 | -4 | 3 | -5 | 11 | 0
Cc1ccc(-n2c(=O)cc(N3CCCCCC3)[nH]c2=O)cc1 | -0.8 | 0.8 | -2 | 12 | 102 | -5 | -6 | -2 | 5 | 7
CCc1ccccc1NC(=O)c1sc2nc(C)cc(C)c2c1N | -2.7 | 2.6 | -2 | -6 | 102 | 5 | 27 | -6 | 12 | -1
CCCCCCC(=O)Nc1c(O)c2ccccc2[nH]c1=O | -2.0 | 0.2 | 2 | 2 | 98 | 1 | -7 | 2 | 12 | -1
CSc1nc(N)nc2c1ncn2CC(=O)N[C@H](C)c1cccc2ccccc12 | / | -0.5 | -4 | 5 | 97 | -4 | 6 | 1 | / | -1
COc1ccc(NC(=O)c2nn(C)c(=O)c3ccccc23)cc1S(=O)(=O)Nc1ccccc1Cl | -1.5 | -0.8 | 1 | -3 | 99 | -3 | 13 | 6 | 8 | 1
C=CC[C@H](CC(=O)N(CCO)Cc1ccccc1)C(=O)N[C@H](COC(=O)[C@@H](CC=C)Cc1ccc(F)cc1)C(C)(C)C | 4.2 | -1.0 | -2 | -1 | 100 | 3 | 4 | -8 | -24 | -4
CCOC(=O)c1oc2ccccc2c1NC(=O)COc1cccc(OC)c1 | 0.8 | 0.6 | -4 | 2 | 90 | -6 | 3 | -6 | -4 | -1
CCC(=O)NC(=S)Nc1ccc(NC(=S)NC(=O)c2ccccc2)cc1 | 4.4 | 0.8 | -3 | 4 | 101 | -3 | 1 | -2 | -30 | -17
CC12CC(NC(=O)N1c1cccc(C(=O)Nc3ncn[nH]3)c1)c1ccccc1O2 (stereo not drawn) | -1.6 | 0.0 | 2 | -2 | 80 | -2 | -9 | -3 | 9 | -2
COC(=O)C1CCN(C(=O)c2ccccc2Oc2ccccc2)CC1 | -3.0 | -0.3 | 4 | -4 | 90 | -1 | -4 | 3 | 15 | -2
COc1ccc(C(=O)Nc2ccc(N3CCN(c4ccc(OC)cc4)CC3)c(C#N)c2)cc1 | -1.8 | -0.9 | 1 | -2 | / | -1 | 3 | -8 | 7 | /
O=C(Nc1ccccc1Br)c1c(F)cccc1Cl | -0.4 | -1.1 | 5 | -1 | 99 | 3 | 52 | 3 | 2 | 0
CCOc1ccc(-c2csc(NC(=O)C3CCCO3)n2)cc1 (stereo not drawn) | 0.2 | -0.8 | 8 | 0 | 102 | -1 | 4 | -2 | -1 | /
CC1CCN(S(=O)(=O)c2nnc(NC(=O)c3cccc(Cl)c3)s2)CC1 | -1.4 | -1.4 | -1 | -2 | 87 | -5 | -6 | 1 | 8 | -1

Single records (already shown). Screens in order: OPRM1-OPRD1 ag, LANA DNA inh, V-ATPase pHluor, cardiac RTF act, DSG3 Ab inh, Keap1 Nrf2 FP, Arr AP2 block, Cardiac RTF inh, OPRM1-OPRD1 inv, Wnt bcat act
Record of C=CC[C@H](CC(=O)N(CCO)Cc1ccccc1)C(=O)N[C@H](COC(=O)[C@@H](CC=C)Cc1ccc(F)cc1)C(C)(C)C → 4.2, -1.0, -2, -1, 100, 3, 4, -8, -24, -4
Record of COc1ccc(C(=O)Nc2ccc(N3CCN(c4ccc(OC)cc4)CC3)c(C#N)c2)cc1 → -1.8, -0.9, 1, -2, /, -1, 3, -8, 7, /
Record of CCOc1ccc(-c2csc(NC(=O)C3CCCO3)n2)cc1 (stereo not drawn) → 0.2, -0.8, 8, 0, 102, -1, 4, -2, -1, /
Record of COC(=O)C1CCN(C(=O)c2ccccc2Oc2ccccc2)CC1 → -3.0, -0.3, 4, -4, 90, -1, -4, 3, 15, -2
Record of COc1ccc(NC(=O)c2nn(C)c(=O)c3ccccc23)cc1S(=O)(=O)Nc1ccccc1Cl → -1.5, -0.8, 1, -3, 99, -3, 13, 6, 8, 1

Next compounds
SMILES | OPRM1-OPRD1 ag | LANA DNA inh | V-ATPase pHluor | cardiac RTF act | DSG3 Ab inh | Keap1 Nrf2 FP | Arr AP2 block | Cardiac RTF inh | OPRM1-OPRD1 inv | Wnt bcat act
Cc1ccc(-c2ccc(/C=N/N3C(=O)C4C5C=CC(C6CC56)C4C3=O)o2)c([N+](=O)[O-])c1 (stereo not drawn) | -1.0 | 0.3 | -4 | 2 | 106 | -4 | 20 | -14 | 5 | /
COc1ccc(C)c2sc(N3CCCC3)nc12 | -1.2 | -1.2 | 3 | 1 | / | 6 | -1 | 6 | 7 | 0
CC1(C)C2CCC1(C)C(OC(=O)c1ccc(O)cc1)C2 (stereo not drawn) | 7.6 | 2.6 | -1 | 0 | 102 | 1 | 9 | -4 | -38 | -2
O=C(NCCSc1ccc(Br)cc1)c1ccccc1 | -0.2 | -1.5 | -3 | 1 | 103 | -3 | 4 | -2 | 1 | -2
COc1ccc(OC)c(CNC(=O)Cc2c(C(=O)O)[nH]c3ccc(Cl)cc23)c1 | -3.1 | 1.2 | 0 | 1 | 107 | 0 | 14 | -4 | 15 | -14
O=C(O)CCCCCN1C(=O)C(O)=C(C(=O)/C=C/c2ccccc2)C1c1ccc2c(c1)OCO2 (stereo not drawn) | / | -0.7 | 0 | / | 101 | 1 | 33 | / | / | 0
O=C(COC(=O)[C@H](Cc1ccccc1)NC(=O)c1cccs1)NC1CC1 | 0.3 | -0.6 | -1 | -2 | 99 | -3 | 26 | -1 | -2 | /
C/C(=N\NC(=O)CN(c1ccccc1Br)S(C)(=O)=O)c1cccs1 | -0.7 | -0.2 | -1 | 3 | 102 | -1 | 9 | -12 | 4 | -1
O=C(c1cccs1)N1CCN(S(=O)(=O)N2CCCCC2)CC1 | -2.1 | 1.4 | 4 | -4 | / | -4 | -7 | 1 | 9 | -4
COc1cc(/C=N/Nc2nc3ccccc3s2)ccc1O | 4.4 | -1.7 | 1 | -1 | 86 | 2 | 36 | 1 | -23 | 77*
NC(=O)COC(=O)c1c2c(nc3ccccc13)CCCCC2 | -2.5 | -1.0 | 2 | -2 | 99 | -3 | 7 | 1 | 14 | -2
O=C(/C=C/c1ccco1)NCC(=O)N/N=C/c1ccc(Cl)cc1 | -3.1 | -1.5 | 4 | 1 | 98 | 2 | 39 | -5 | 15 | 6
O=C(CN1C(=O)c2ccccc2C1=O)Nc1ccccc1 | -0.3 | 0.2 | 1 | 10 | 113 | -4 | 13 | -5 | 2 | -2
Cc1ccc(NC(=O)CCC(=O)NNC(=O)C(C)(C)C)c(C)c1 | -2.5 | -1.0 | 1 | -1 | 97 | -2 | 11 | -3 | 13 | 40*
CC1=C(C(=O)Nc2ccc(C)cc2C)C(c2cccc([N+](=O)[O-])c2)n2nc(C(=O)OC(C)C)nc2N1 (stereo not drawn) | -1.7 | -1.0 | -4 | -6 | 94 | 1 | 8 | -5 | 10 | -3
